# Assay outcomes: PubChem BioAssay, several laboratories
# CHRM1 antagonist = human M1 muscarinic receptor antagonists, primary screen, CHO-K1 cells, Fluo-8 calcium fluorescence, 1536-well | CHO-K1 hM1, ACh EC80 antagonist | inhibition, % at 3 µM | 360,000 tested, 1.3% active | AID 588852, 2011;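 active means percent inhibition above its own plate's cutoff, namely the mean of that plate's compound wells plus 3 SD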;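 further: peak over basal fluorescence ratio during 140 s after agonist addition; 0% = ACh EC80 plus DMSO and 100% = DMSO alone without agonist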
# M5 PAM = human M5 muscarinic receptor positive allosteric modulators, primary screen, CHO-K1 cells, Fluo-8 calcium fluorescence | Muscarinic acetylcholine receptor M5 (Homo sapiens), P08912 | CHO-K1 hM5, ACh EC20 PAM; 0% = ACh EC20, 100% = ACh EC100 | activation, % at 3 µM | 360,000 tested, 0.3% active;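 active means activation above the run cutoff, the mean activation of all test compounds plus 3 SD, cut at about 18% in these data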
# Target sequence (P08912 whole entry, looked up): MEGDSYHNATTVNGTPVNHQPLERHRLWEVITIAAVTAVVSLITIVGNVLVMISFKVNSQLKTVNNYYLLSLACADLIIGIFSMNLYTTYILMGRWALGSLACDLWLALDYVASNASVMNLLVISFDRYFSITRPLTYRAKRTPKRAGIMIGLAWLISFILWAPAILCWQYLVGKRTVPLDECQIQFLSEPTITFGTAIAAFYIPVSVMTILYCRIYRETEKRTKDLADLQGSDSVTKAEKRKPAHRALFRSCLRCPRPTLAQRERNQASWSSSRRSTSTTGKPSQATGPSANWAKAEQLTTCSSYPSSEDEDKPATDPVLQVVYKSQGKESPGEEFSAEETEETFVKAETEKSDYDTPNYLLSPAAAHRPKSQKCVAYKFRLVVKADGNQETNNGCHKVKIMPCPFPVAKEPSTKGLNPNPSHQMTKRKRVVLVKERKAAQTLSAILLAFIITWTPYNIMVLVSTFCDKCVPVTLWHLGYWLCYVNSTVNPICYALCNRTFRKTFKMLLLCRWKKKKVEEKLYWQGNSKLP
#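 Test system: CHO-K1 hM5 cells / Doses: single-point, 3 µM nominal / Times: Post-acetylcholine fluorescence recording 140 s / Technique: Fluo-8 calcium fluorescence / Measure: Max/basal fluorescence ratio as % of EC20–EC100 ACh window / Benchmarks: low control EC20 acetylcholine (0%), high control EC100 acetylcholine (100%) / Replicates: one well per compound, no replicates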
# CRFR2-BP ag = agonists of CRF-BP/CRF-R2 complex, primary screen, cell-based, HEK293, calcium dye fluorescence, uHTS | CRF-binding protein / CRF receptor 2 complex (human) | calcium dye fluorescence (FLIPR); percent of saturating CRF peptide response | activation, % at 13.2 µM | 350,000 tested, 0.46% active;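 active means activation of at least 50%, plus an integration ratio under a set limit after plate pattern correction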;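 further: plate controls were neutral control wells without compound for no effect and CRF at EC100 for full effect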
# M1 PAM = human M1 muscarinic receptor positive allosteric modulators, primary screen, CHO-K1 cells, Fluo-8 calcium fluorescence, 1536-well; 360,000 tested, 0.088% active; activation, % at 3 µM; Muscarinic acetylcholine receptor M1 (Homo sapiens), P11229; CHO-K1 hM1, ACh EC20; 0% = ACh EC20, 100% = maximal ACh; AID 588819, 2011; in the data active means activation above about 19%, passing the limit was not always enough
# CHRM4 agonist = human M4 muscarinic receptor agonists, primary screen, CHO-K1 cells, Fluo-8 calcium fluorescence; Muscarinic acetylcholine receptor M4 (Homo sapiens), P08173; CHO-K1 hM4/Gqi5; vehicle 0%, full acetylcholine response 100%; activation, % at 3 µM; 360,000 tested, 0.14% active;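 active means activation above the run mean over all test wells plus 3 SD, cut at about 32% in these data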;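 further: peak over basal fluorescence ratio per well then scaled between controls; 0% = DMSO wells and 100% = acetylcholine at EC100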
# M5 ag = human M5 muscarinic receptor agonists, primary screen, CHO-K1 cells, Fluo-8 calcium fluorescence; activation, % at 3 µM; CHO-K1 hM5 cells; 0% DMSO wells, 100% maximal acetylcholine response; Muscarinic acetylcholine receptor M5 (Homo sapiens), P08912; 360,000 tested, 0.19% active;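 active means activation above the run's mean over test compounds plus 3 SD, cut at about 23% in these data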;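 further: signal is peak over basal fluorescence ratio across the kinetic read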
# M4 PAM = human M4 muscarinic receptor positive allosteric modulators, primary screen, CHO-K1 cells, Fluo-8 calcium fluorescence; CHO-K1 hM4/Gqi5, ACh EC20; 0% = ACh EC20, 100% = maximal ACh; activation, % at 3 µM; 360,000 tested, 0.4% active; AID 624126, 2012;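 active means activation above its plate's cutoff, the mean activation of sample wells plus 3 SD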; further: some results filed as inactive read as strong as hits
# CHRM4 antagonist = human M4 muscarinic receptor antagonists, primary screen, CHO cells, Fluo-8 calcium fluorescence | CHO-hM4 cells, ACh EC80 | AID 624125, 2012 | inhibition, % at 3 µM | Muscarinic acetylcholine receptor M4 (Homo sapiens), P08173 | 360,000 tested, 0.73% active;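 active means inhibition above its plate's cutoff, the mean inhibition of sample wells plus 3 SD, cut at about 27% in these data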;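 further: 0% = acetylcholine EC80 with DMSO and 100% = DMSO without agonist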
# CHRM5 antagonist = human M5 muscarinic receptor antagonists, primary screen, CHO cells, Fluo-8 calcium fluorescence | CHO-hM5 cells, ACh EC80 | Muscarinic acetylcholine receptor M5 (Homo sapiens), P08912 | AID 624040, 2012 | 360,000 tested, 0.59% active | inhibition, % at 3 µM;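 active means inhibition above a per-plate cutoff, the mean of that plate's test compounds plus 3 SD, cut at about 27% in these data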;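 further: 0% = acetylcholine EC80 with DMSO and 100% = DMSO without agonist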
# * marks the source's active call; other numbers are inactive results; / = no result given.
SMILES,CHRM1 antagonist,M5 PAM,CRFR2-BP ag,M1 PAM,CHRM4 agonist,M5 ag,M4 PAM,CHRM4 antagonist,CHRM5 antagonist
O=C1NC2(CCCC2)N=C1c1ccc(F)cc1,-11,1,-1.0,4,0,-7,-4,3,2
O=C(CSCc1ccccc1)N1CCN(S(=O)(=O)c2ccc(F)cc2)CC1,-9,7,1.4,2,6,4,-5,1,6
CC1(C)Cc2cccc(OCC(=O)N3CCN(c4ccccc4F)CC3)c2O1,0,-3,-1.8,-3,6,1,-7,-10,2
Cc1ccc(Sc2ncccc2C(=O)NCc2cc([N+](=O)[O-])ccc2O)cc1C,4,-10,-2.0,-4,25,1,-12,-2,0
Cc1nn(-c2ccccc2)c2c1C(c1ccncc1)C(C#N)=C(N)O2 (centres undefined),-7,0,0.9,5,0,-1,0,-6,1
CCN(CC)S(=O)(=O)c1ccc(C(=O)OCCN2C(=O)c3cccc4c(N5CCOCC5)ccc(c34)C2=O)cc1,-6,0,184*,9,2,2,-5,11,-2
CC(C)c1ccc(O)c(NC(=O)c2cncc(Br)c2)c1,1,-6,-0.5,3,4,0,6,17,7
COc1ccc(-c2[nH]ncc2CN2CCCN(C(=O)c3ccco3)CC2)cc1F,-6,0,-1.6,6,1,-2,-1,-6,1
COc1cc(NC(=O)CN2C(=O)NC(C)(c3ccc(OC(F)F)cc3)C2=O)cc(OC)c1OC (centres undefined),-2,-5,5.5,10,5,1,0,12,17
NC(COCc1ccccc1)c1csc(Nc2ccc(S(N)(=O)=O)cc2)n1 (centres undefined),-9,0,/,3,0,-1,-4,0,1
COc1ccc(-c2noc(CN(C(=O)c3ccc(OC(C)=O)cc3)C(C)C)n2)cc1OC,-5,-3,0.9,3,2,0,11,0,6
CC(C(=O)N1CCN(C=O)CC1)N1C(=O)c2ccccc2C1=O (centres undefined),0,-6,-2.9,-6,0,-3,-3,8,-4
Cc1csc(NC(=S)Nc2cccc(Cl)c2)n1,8,-9,-0.3,-6,6,3,-4,5,7
CCCCCCNC(=O)c1cn(CC)c2cc(N3CCN(C)CC3)c(F)cc2c1=O,3,-6,-0.4,-1,4,-5,-3,3,8
CCCn1c(N2CCN(Cc3ccc(Cl)cc3)CC2)nc2ccccc21,-1,-8,0.1,-1,1,-9,-6,-4,8
CCCCCN(C(=O)CCC(=O)OCc1cccc(C(F)(F)F)c1)c1c(N)n(CCCC)c(=O)[nH]c1=O,-23,3,0.0,13,0,-2,12,-15,5
C=C(C)COc1ccc2c(C)c(C)c(=O)oc2c1OCC(=C)C,2,-2,3.7,-4,-2,-4,0,5,6
CCCCOc1ccc(Br)cc1/C(C)=N/NC1=NCCN1,73*,-18,-1.9,-22,3,-5,-23,35*,17
CCOC(=O)c1c(C)c(C(=O)NCCN2CCOCC2)c(C)n1C,0,-2,-2.6,4,0,1,4,8,7
C[C@H](NC(=O)[C@@H]1CCC(=O)N1Cc1ccco1)c1ccccc1,-8,0,2.7,10,1,-6,5,-14,9
CCO[C@@H]1OC(C(=O)Nc2ccccc2)=C[C@H](c2ccc(Br)cc2)[C@H]1CCCO,22,-27,5.1,-22,5,-8,-11,-2,16
Cc1ccccc1Oc1ncnc(N)c1[N+](=O)[O-],-1,7,-3.7,6,1,2,-2,-5,-1
Cc1cc(NC(=O)c2cc(-c3ccc(OC(C)C)cc3)nc3ccccc23)no1,3,-1,2.7,-1,6,-5,-1,-14,4
COc1ccc(NC(=O)Cc2cccs2)c(OC)c1,6,-5,0.0,1,0,1,-3,-6,13
Cc1cccc(C(=O)N2CCC(=O)N(C(COCc3ccc(Cl)cc3)Cc3ccccc3)CC2)c1 (centres undefined),-11,1,1.6,6,3,-1,-5,-15,3
CN(CCOc1ccccc1)C(=O)CNC(=O)c1ccc(C(C)(C)C)cc1,-1,-5,-1.5,2,5,-3,1,5,6
O=C(c1ccccc1)C1C(c2ccccc2)C1[N+](=O)[O-] (centres undefined),-12,-2,-2.9,5,-2,-16,-14,-9,6
NC(=O)[C@@H]1CCCCNc2c(I)cc([N+](=O)[O-])cc2C(=O)N[C@@H](CCC(=O)O)C(=O)N[C@@H](CO)C(=O)N1,-3,0,-1.6,10,1,2,5,-13,11
NC(=O)c1oc2ccccc2c1NC(=O)CCc1ccccc1,-16,-3,-0.1,8,3,2,1,-5,-1
Cc1ccc(N=Cc2ccc[nH]2)c(O)c1,-12,4,4.6,6,1,-1,15,9,3
N=c1n(CCOc2ccccc2)c2ccccc2n1CCN1CCOCC1,-57,-5,-2.3,9,0,-4,-1,-5,7
CCN(CC)S(=O)(=O)c1ccc(Cl)c(NC(=O)c2ccccc2C)c1,-21,1,2.0,7,0,-2,-1,8,4
Nc1nc(CSc2nnnn2-c2ccccc2)nc(Nc2ccccc2)n1,-13,2,/,6,5,0,5,-24,-10
CCOc1ccc(C2(C)NC(=O)N(CCN(C)C)C2=O)cc1 (centres undefined),-13,5,-0.6,4,1,-13,-4,-10,-10
O=C(Cc1ccccc1[N+](=O)[O-])N1CCN(c2ccccc2F)CC1,-2,1,0.2,3,1,1,17,11,-2
COC(=O)c1ccccc1NC(=O)N1CCN(C(=O)c2ccco2)CC1,-1,-1,-0.5,3,2,0,3,2,7
CCOc1ccc(-n2cnc3scc(-c4ccc(OC)c(OC)c4)c3c2=O)cc1,5,-2,-6.7,2,3,-3,-1,-6,6
CC(=O)Nc1ccc(S(=O)(=O)N/N=C/c2cccnc2)cc1,-10,2,1.0,5,1,-1,8,0,-17
O=C(NCc1cccs1)C1CCCN(S(=O)(=O)c2ccc(Br)s2)C1 (centres undefined),-26,-6,1.5,2,4,-5,-4,-2,0
CCOc1ccc(NC(=O)CN(C)CC(=O)Nc2cc(Cl)ccc2C#N)cc1OCC,-1,1,-1.6,4,5,-3,1,0,2
CCOC(=O)c1c(C)c(C(=O)NCCOC)c(C)n1CC,8,-4,0.1,-2,0,0,-3,4,3
O=C(O)c1cccc2c1Cc1cc(Cl)ccc1-2,-9,3,-3.4,10,0,0,6,-18,14
COc1ccc(C2CC(O)(c3ccccc3)Oc3cc(OC)c(OC)c(OC)c32)cc1 (centres undefined),12,-26,0.0,-12,1,-3,4,5,11
CSc1ccccc1NC(=O)COC(=O)c1ccccc1O,0,3,-0.1,4,1,4,4,-2,3
CSc1cc(-c2ccco2)oc1C(=O)c1ccco1,10,-1,0.5,-4,-2,2,-2,7,16
CC(NC(=O)Nc1ccc2c(c1)OCO2)c1ccncc1 (centres undefined),7,-3,4.0,4,1,0,-1,-2,-1
Cc1cc(C)c(NC(=O)CNC(=O)COC(=O)CN2C(=O)NC3(CCCC3)C2=O)c(C)c1,-17,5,2.3,20,0,-2,2,-9,-9
Cc1ccc(NC(=O)CCN2CCN(C/C=C/c3ccccc3)CC2)cc1C,7,-9,0.5,-6,5,-1,-1,0,3
Cc1ccc(NC(=O)OCc2ccccc2S(C)=O)cc1 (centres undefined),3,-3,0.1,0,2,-3,-3,6,21
CC1CN(C(=S)SCC(=O)c2ccc([N+](=O)[O-])cc2)CC(C)O1 (centres undefined),-8,-1,-0.3,3,2,-6,-6,4,5
Cc1ccc(C(=O)NCCNc2ccc([N+](=O)[O-])cc2C(F)(F)F)cc1,-1,-13,-2.5,-9,3,-3,5,0,13
COc1ccc(N2C(=O)N(Cc3ccc(C)cc3)c3ccccc3S2(=O)=O)cc1,-11,-7,3.1,4,1,-2,-6,-1,5
N#Cc1cccc(-n2nnnc2-c2ccc3c(c2)OCO3)c1,12,-1,-1.5,-4,1,-5,1,7,-1
Cc1ccc(S(=O)(=O)N(CC(=O)NCCC2=CCCCC2)Cc2ccccc2F)cc1,-21,-4,3.2,2,2,-6,-5,-6,7
O=C(Nc1ccc(Oc2ccccc2)cc1)C1CCCO1 (centres undefined),15,-10,0.1,-10,2,0,-8,2,-3
O=C(NCc1ccccc1)c1ccc(S(=O)(=O)Nc2cccc(C(F)(F)F)c2)cc1,-1,2,9.6,6,13,8,5,16,14
COc1ccc(/C=C/c2c(-c3ccc(OC)cc3)oc3cccnc23)cc1,-6,6,3.0,-3,-1,-4,12,-13,9

# Hits appear at their usual frequency. Share with any hit: about 2.8%.
